Source: PubChem
Lipid droplet – modulators of hepatic lipid droplet formation | AML12 mouse hepatocytes, oleate lipid droplets, BODIPY imaging | AID 1656 | inhibition, % at 6.5 µM | 240,000 compounds, 0.4% hits;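 active = lipid droplet intensity inhibited by at least 50%, with more than 500 cells counted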
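Test system: AML12 mouse liver cells; schedule: overnight exposure; technique: high-content imaging of BODIPY-stained droplets and DAPI nuclei; read-out: % inhibition of corrected integrated BODIPY droplet signal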
b-catenin transl – modulators of beta-catenin nuclear translocation; 190,000 compounds, 0.3% hits; HeLa beta-catenin nuclear translocation, immunofluorescence imaging; nuclear translocation activity, % at 5 µM;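 active = nuclear translocation activity above 50% at 5 µM, with a well cell count of 50 or more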;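 also: per-cell ratio of nuclear to cytoplasmic median beta-catenin stain intensity; plate controls were DMSO negative control for no effect and GSK-3 inhibitor IX positive control for full effect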
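System: Human HeLa cells, endogenous beta-catenin | Compound dosing: 5 µM primary, 0.02–20 µM confirmation | Timing: 24 h compound exposure at 37°C, 5% CO2 | Measured by: Fluorescence imaging of beta-catenin antibody stain plus DAPI | Read-out basis: % activation of per-cell nuclear versus cytoplasmic median beta-catenin signal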
MT stabilize HCS – microtubule stabilization, imaging screen. HeLa tubulin immunostaining HCS, 24 h; share of cells brighter than vehicle mean+2SD. % tubulin-high responders, % at 10 µM. 200,000 compounds, 0.83% hits. AID 2205;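 active = plate Z-score above 3 for both tubulin-high and condensed-nucleus cell shares, with cell loss under 80%, at 10 µM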;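 also: anti alpha tubulin signal scored within the nucleus-defined area of each cell; some results filed as inactive read as strong as hits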
Ins promoter up – MIN6 insulin promoter up-regulation; 190,000 compounds, 0.3% hits; z-score at 5 µM; MIN6 insulin promoter-GFP reporter, high-content imaging; hits give high values;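 active = z-score above 3 at 5 µM with at least 500 cells counted in the well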
WT yeast gro inh – growth inhibition of WT yeast, mitochondrial fusion screen | 190,000 compounds, 2.1% hits | mitochondrial fusion phenotypic screen, WT strain | inhibition, % at 10 µM | AID 1362; in the data active = inhibition above about 58%; tested in S. cerevisiae
Dynein transport – blocks dynein driven cargo transport along microtubules; 220,000 compounds, 0.47% hits; 3617.4 mouse cells, GR-EGFP nuclear translocation imaging; test concentration mostly 20 µM; stimulated with dexamethasone, 1 µM; hits give low values; z-score, hits read low;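 active = plate z-score of nuclear minus cytoplasmic receptor signal below a set negative limit, without overly bright fluorescence or cell loss, cut at about -3.5 in these data, passing the limit was not always enough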;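 also: z-score of nuclear minus cytoplasmic ring GR-EGFP intensity difference per well; some compounds called inactive have numbers as strong as hits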
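Medium: Induction medium lacking tetracycline, stripped serum | Probe or stimulus: 1.0 µM final dexamethasone stimulus | Schedule: 48 h induction, then 1 h compound, then 30 min agonist, 37 °C | Signal: Automated 10x imaging of fixed Hoechst-stained cells | Evaluation: Per-cell GR-EGFP intensity, nucleus versus surrounding cytoplasmic ring, well-averaged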
Autophagy HCS – autophagy modulation, high-content screen. MEF GFP-LC3 puncta imaging; test concentration mostly 10 µM. calls only at 10 µM (by protocol). 190,000 compounds, 0.98% hits. AID 463193;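 active = percentage of spot-positive cells more than 3 SD above its plate mean, without a fluorescence outlier flag or 80% toxicity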;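 also: spot-positive cell cutoff set from DMSO-treated cells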
HEK293 NOD2/NF-kB – NOD2 signaling inhibitors, cell-based, luminescence, uHTS, HEK293 (AID 1566) | HEK293 NOD2/NF-kB luciferase reporter, luminescence; higher % means a stronger effect | inhibition, % at 4 µM, or EC50 in µM where a hit was titrated | 290,000 compounds, 0.63% hits; in the data active = inhibition above about 50%; also: many of its hits are not listed in these tables
Yfh1-off respiration – mitochondrial function rescue without frataxin homolog – Friedreich's ataxia, plus single-dose screen, dose response (AID 1465). S. cerevisiae Yfh1-off respiration, WST-1 reduction, 72 h; higher fold induction means a stronger effect. fold induction at 50 µM, or EC50 in µM where a hit was titrated. 220,000 compounds, 0.074% hits;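 active = fold induction of absorbance versus untreated yeast above a set limit, then at least 30% activation at any dose in follow-up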;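 also: activators that raise dye reduction in frataxin-depleted yeast; strong numbers were not always called active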
WT yeast gro inh mutant strain – also measured in WT yeast gro inh; calls as there; inhibition, %; mitochondrial fusion phenotypic screen, mutant strain inhibition
Dynein transport cytoplasmic EGFP – further read-out of Dynein transport, marked with its call; z-score; measured here: cytoplasmic GR-EGFP intensity; hits give high values
Dynein transport nuclear GR-EGFP – recorded beside Dynein transport, whose call it bears; z-score; measured here: nuclear GR-EGFP intensity;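 lower value marks the stronger effect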
Dynein transport cell count – recorded beside Dynein transport, whose call it bears; z-score; measured here: cell count per field
Ins promoter up cell count – also measured in Ins promoter up; calls as there; cell count; measured here: cytotoxicity, nuclei count;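 total cells summed across four imaged fields per well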
Lipid droplet cells 6.5 µM – further read-out of Lipid droplet, marked with its call; cell count; measured here: cell count, cytotoxicity flag;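 cells counted across two imaged fields per well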
b-catenin transl cell count 5 µM – further read-out of b-catenin transl, marked with its call; cell count; measured here: cell count, cytotoxicity flag
MT stabilize HCS Hoechst-high % – recorded beside MT stabilize HCS, whose call it bears; % Hoechst-high responders; measured here: nuclear condensation Hoechst responders;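 share of cells brighter than vehicle mean plus two SD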
MT stabilize HCS cytotoxicity % – recorded beside MT stabilize HCS, whose call it bears; toxicity, %; measured here: cytotoxicity by cell density;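 0% = mean cell density of plate MIN control wells and 100% = no cells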
Autophagy HCS cell loss 18 h – second read-out of Autophagy HCS, no call of its own (marks repeat the call); toxicity, %; measured here: cell loss, nuclei count;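 cell loss after 18 h compound exposure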
Numbers without * were called inactive; i = inactive; · = no result given. The list is partial, so the mix of outcomes need not match the whole.

SMILES | Lipid droplet | Lipid droplet cells 6.5 µM | b-catenin transl | b-catenin transl cell count 5 µM | MT stabilize HCS | MT stabilize HCS Hoechst-high % | MT stabilize HCS cytotoxicity % | Ins promoter up | Ins promoter up cell count | WT yeast gro inh | WT yeast gro inh mutant strain | Dynein transport | Dynein transport cytoplasmic EGFP | Dynein transport nuclear GR-EGFP | Dynein transport cell count | Autophagy HCS | Autophagy HCS cell loss 18 h | HEK293 NOD2/NF-kB | Yfh1-off respiration
Cc1ccc(C)c(Nc2nc3nonc3nc2N2CCOCC2)c1 | · | · | -0.4 | 1303 | 2.5 | 2.2 | 9.4 | -0.28 | 1578 | -19 | -12 | -1.3 | -0.17 | -0.7 | 0.64 | i | 14 | 8% | ·
CC(CCc1ccccc1)N1CCN(Cc2ccccc2)CC1 (stereo not drawn) | 1 | 623 | -0.3 | 1023 | 2.2 | 1.3 | 6.0 | -0.21 | 1165 | -10 | 1 | 0.3 | -0.19 | 0.24 | 0.46 | i | 3 | -6% | i
Cc1ccc(/C=N\NC(=O)Cn2c(C)nc3ccccc32)o1 | · | · | 3.8 | 1360 | 2.5 | 1.6 | 8.6 | -0.26 | 1512 | 5 | 12 | -0.62 | -0.2 | 0.29 | -0.12 | i | -11 | 16% | i
CC(=O)c1c(C)[nH]c(C(=O)OCC(=O)Nc2ccc(Cl)c(S(=O)(=O)N(C)C)c2)c1C | -7 | 745 | 0.4 | 1244 | · | · | · | -2.2 | 882 | · | · | -0.11 | -0.21 | -0.16 | 0.48 | · | · | 18% | i
COCCOC(=O)C1=C(C)N=C2SCCC(=O)N2C1c1ccc(OC(=O)c2ccco2)cc1 (stereo not drawn) | · | · | -1.5 | 1234 | 3.6 | 2.1 | 8.4 | -0.09 | 909 | -16 | -2 | -0.5 | -0.26 | -0.27 | 0.55 | i | 3 | 15% | i
Cn1cccc1/C=N/NC(=O)C(O)c1ccccc1 (stereo not drawn) | -17 | 707 | -0.2 | 1291 | · | · | · | 1.3 | 1063 | · | · | -0.98 | -0.28 | -0.076 | 1.2 | · | · | 1% | i
C=CCn1c(N2CCCCCC2)nc2c1c(=O)[nH]c(=O)n2C | -4 | 632 | -1.6 | 1080 | 2.3 | 2.0 | 6.7 | -0.3 | 2092 | 41 | 18 | 1.9 | -0.15 | 0.76 | -0.17 | i | -3 | 18% | i
CC(=O)N1CCN=C1SCc1c(F)cccc1Cl | 5 | 638 | -2.4 | 1036 | 4.6 | 1.5 | 3.7 | 0.06 | 1842 | 6 | -2 | 0.21 | -0.15 | 0.44 | -0.48 | · | · | 15% | i
C(#Cc1ccc(C#CCN2CCCC2)cc1)CN1CCCC1 | -35 | 664 | -0.7 | 1087 | 3.9 | 1.7 | 11 | -0.17 | 1671 | -3 | 8 | -0.16 | -0.3 | -0.2 | 0.41 | i | -3 | 6% | ·
CC(C)c1nc(N2CCN(C(=O)c3ccccc3)CC2)c(C#N)c2c1COC(C)(C)C2 | 0 | 742 | · | · | 2.2 | 0.7 | 40 | -0.79 | 1300 | 25 | -11 | -0.39 | 0.11 | 0.17 | -0.46 | i | -6 | 9% | i
COc1ccc(C2/C=C\CN(S(=O)(=O)c3cccc4cccnc34)CC(=O)N2Cc2ccc(F)cc2)cc1 (stereo not drawn) | -32 | 673 | -1.4 | 1327 | · | · | · | 7.5* | 997* | · | · | -1.2 | -0.82 | -0.6 | 0.96 | · | · | -19% | i
Cc1nc(SCC(=O)NCc2ccc3c(c2)OCO3)c(C#N)c2c1CCCC2 | · | · | 1.8 | 752 | 5.2 | 2.6 | 6.3 | 1.1 | 1122 | -6 | -25 | -0.064 | -0.19 | 0.24 | 0.056 | i | 6 | 9% | ·
O=C1NC[C@H](c2ccccc2)N(CCc2cccc(F)c2)C1=O | 8 | 670 | -0.1 | 1270 | · | · | · | -0.11 | 1101 | · | · | -0.34 | -0.74 | -0.072 | 0.23 | · | · | 10% | i
CCOc1ccccc1N1C(=O)CC(Nc2ccc(N3CCOCC3)cc2)C1=O (stereo not drawn) | · | · | · | · | 1.5 | 1.1 | 5.8 | 0.94 | 1240 | -1 | 2 | -0.043 | -0.19 | -0.21 | 0.18 | i | 2 | 15% | i
O=C(NN=C1CCCCCCC1)c1ccc2ccccc2n1 | -4 | 729 | -0.5 | 1065 | 3.4 | 3.6 | 6.3 | 1.7 | 1197 | -2 | -8 | 0.78 | -0.19 | 0.041 | 0.33 | i | -11 | -15% | i
CC(C)(C)c1cn(-c2ccc(Cl)cc2)c(=S)[nH]1 | · | · | · | · | 1.1 | 1.3 | 4.5 | 0.26 | 876 | 16 | 23 | 0.28 | 0.2 | 0.35 | -0.066 | i | -16 | 15% | i
O=C(Nc1ccc(O)c2c(=O)cc(-c3ccccc3Cl)oc12)c1ccc(Cl)cc1Cl | -1 | 697 | -1.8 | 1247 | · | · | · | -0.29 | 1035 | · | · | 0.54 | -0.71 | 0.2 | -0.66 | · | · | 13% | i
C=CCn1c(C)cc(C(=O)CSc2nc3ccccc3o2)c1C | -5 | 745 | 0.4 | 1054 | 1.9 | 0.2 | 81 | -0.08 | 1242 | -43 | -13 | 2.2 | 1.1 | 2.4 | -2.2 | i | 5 | -210% | i
COCCCNC(=O)C(=O)N/N=C/c1cc2c(cc1Br)OCO2 | -1 | 666 | 0.6 | 1502 | 2.4 | 1.7 | 8.0 | 0.46 | 1261 | 24 | 11 | -1.5 | -0.32 | -0.21 | 1.4 | i | 6 | 10% | i
COCCNC(=O)c1ccccc1NC(=O)c1ccccc1SC | 1 | 714 | 1.0 | 894 | 3.2 | 2.6 | 1.2 | 0.35 | 1560 | -1 | 12 | 0.018 | -0.24 | -0.14 | 0.46 | i | 5 | 8% | i
CCN1CCN(c2ncc(C(=O)Nc3cc(Cl)c(OC)cc3OC)c3ccccc23)CC1 | 2 | 671 | -2.3 | 962 | 2.4 | 2.3 | 3.9 | -0.33 | 1186 | 2 | -11 | -0.24 | -0.29 | -0.45 | 0.29 | i | 11 | 0% | i
Cc1ccc([N+](=O)[O-])cc1NC(=O)Nc1cccc(F)c1 | -8 | 829 | -4.0 | 1139 | · | · | · | -0.9 | 611 | · | · | 0.073 | -0.2 | 0.023 | -0.53 | · | · | 43% | i
O=C(NCc1ccco1)c1ccc(S(=O)(=O)N2CCCc3ccccc32)cc1 | 4 | 770 | 0.5 | 978 | 8.0 | 3.7 | 2.3 | 1.3 | 1151 | 5 | -4 | -0.23 | -0.5 | 0.11 | -0.38 | i | 9 | 2% | i
CCOC(=O)c1c(C)[nH]c(C(=O)COC(=O)c2ccc(F)c(S(=O)(=O)N3CCOCC3)c2)c1C | -11 | 645 | -0.6 | 1007 | 5.9 | 1.4 | 9.6 | 0.29 | 1129 | -4 | -9 | -0.48 | -0.18 | 0.015 | 0.63 | i | 4 | -2% | i
O=C1CCCC(O)=C1N=Nc1c(Cl)cc(C(F)(F)F)cc1Cl | 16 | 731 | -2.1 | 1212 | · | · | · | -0.49 | 1390 | · | · | 0.15 | -0.31 | -0.16 | 0.81 | · | · | -2% | i
CCOC(=O)c1nc(C)nc(Sc2n[nH]c(-c3cc(C(F)(F)F)cc(C(F)(F)F)c3)n2)c1C | 5 | 666 | 0.5 | 1203 | · | · | · | 0.02 | 1018 | · | · | 1 | -0.095 | 1.1 | -0.49 | · | · | 17% | i
COc1ccccc1NC(=O)N(Cc1ccccc1)c1ccccn1 | -22 | 684 | · | · | 2.4 | 1.8 | 4.2 | -1.3 | 1277 | 21 | 14 | -0.52 | -0.16 | -0.077 | -0.6 | i | 3 | 0% | i
O=C(NCc1ccccc1)OCCN1CCN(Cc2ccccc2)CCC1=O | 0 | 737 | · | · | 3.2 | 2.2 | 3.7 | -0.66 | 1098 | 15 | -9 | 0.58 | -0.29 | 0.58 | 0.21 | i | 11 | 2% | i
CC(C)(C)S(=O)(=O)c1cnc(-c2ccccn2)nc1N | 0 | 750 | 0.3 | 1425 | · | · | · | 1.7 | 1481 | · | · | -0.83 | -0.16 | -0.35 | 0.35 | · | · | -3% | i
CCOC(=O)C(NC(C)=O)(Nc1ccc(S(=O)(=O)Nc2ccncn2)cc1)C(F)(F)F (stereo not drawn) | 26 | 744 | -2.2 | 1178 | 3.1 | 1.2 | 5.9 | · | · | -11 | 11 | -0.8 | -0.22 | -0.21 | -0.7 | i | -11 | 7% | i
O=C(C1CCCCC1)N1CCCC(c2nc3c(nnn3Cc3ccccc3)c(=O)[nH]2)C1 (stereo not drawn) | · | · | -2.9 | 902 | 6.9 | 2.0 | 8.0 | -0.19 | 1005 | -5 | 4 | -0.14 | -0.043 | 0.28 | 0.043 | i | 2 | 24% | i
COC(=O)c1cccc(N2C(=O)c3ccccc3S2(=O)=O)c1 | · | · | -2.8 | 1015 | 2.4 | 1.5 | 6.4 | 0.3 | 1096 | 2 | -4 | -0.11 | -0.18 | -0.26 | 0.11 | i | 0 | 9% | i
